Screening data deposited in PubChem BioAssay by Sanford-Burnham Center for Chemical Genomics.
TIM10 inh = TIM10 yeast growth inhibition | S. cerevisiae TIM10 strain growth, BacTiter-Glo luminescence, 24 h | inhibition, % at 10 µM | hit rate 1.4% among 330,000;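 active = inhibition of 40% or more at the single tested concentration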;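 note: wild-type TIM10 isogenic control strain grown at permissive 25 °C; 0% = DMSO yeast wells and 100% = minimal medium wells without yeast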
MPTP inh = inhibitors of mitochondrial permeability transition pore. hit rate 1.4% among 360,000. inhibition, % at 10 µM. isolated mouse mitochondria, Ca2+ swelling absorbance, 30 min;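 active = inhibition of 50% or more, scaled per plate between neutral and stimulator controls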;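 note: 0% = DMSO wells given calcium and 100% = 1 mM EGTA wells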
NALP3 yeast inh = blocks the NALP3 inflammasome reconstituted in yeast; Yeast reconstituted NLRP3/ASC/caspase-1, beta-gal luminescence, 24 h; inhibition, % at 10 µM; hit rate 0.39% among 330,000;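 active = inhibition of 50% or more; inactive = inhibition below 50%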;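 note: plate controls were induced DMSO wells for no effect and uninduced yeast grown without galactose for full effect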
tim10-1 inh = growth inhibitors of tim10-1 mutant yeast | inhibition, % at 20 µM | S. cerevisiae tim10-1 ts strain growth, BacTiter-Glo, 24 h | hit rate 2.2% among 330,000;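 active = inhibition of at least 40%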;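 note: mutant grown at 25 °C; 0% = DMSO wells with yeast and 100% = wells holding no yeast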
tim23-1 inh = growth inhibitors of tim23-1 mutant yeast; AID 463212; inhibition, % at 20 µM; S. cerevisiae tim23-1 growth, BacTiter-Glo luminescence, 24 h; hit rate 1.3% among 330,000;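 active = growth inhibition of the mutant yeast at or above 50%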;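 note: temperature-sensitive mutant grown at 25 °C; plate controls were DMSO-treated mutant yeast for no effect and medium wells lacking yeast for full effect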
APJ agonist = APJ receptor agonism | hit rate 0.11% among 330,000 | activation, % at 20 µM | P35414 | CHO-K1 APJ PathHunter beta-arrestin, luminescence; 0% DMSO wells, 100% apelin | AID 2520;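 active = activation more than six SD over the plate average, tested at 20 µM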;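 note: 0% = DMSO alone and 100% = apelin-13 at 10 nM; some results filed as inactive read as strong as hits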
Target sequence (P35414 whole entry, looked up): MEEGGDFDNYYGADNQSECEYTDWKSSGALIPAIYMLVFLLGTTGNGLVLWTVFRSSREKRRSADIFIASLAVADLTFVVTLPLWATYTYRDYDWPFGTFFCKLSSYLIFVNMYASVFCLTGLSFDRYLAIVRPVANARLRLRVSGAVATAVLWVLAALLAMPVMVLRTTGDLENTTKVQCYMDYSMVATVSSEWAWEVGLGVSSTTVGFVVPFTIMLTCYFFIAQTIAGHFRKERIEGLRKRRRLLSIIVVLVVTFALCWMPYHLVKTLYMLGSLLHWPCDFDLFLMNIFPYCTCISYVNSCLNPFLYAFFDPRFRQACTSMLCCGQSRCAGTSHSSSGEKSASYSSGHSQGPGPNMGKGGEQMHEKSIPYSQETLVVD
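assay system = CHO-K1 APJ beta-arrestin complementation cell line | input = cell density 1000 per well | dosing = compound 20 µM once, DMSO 1% | timing = compound 90 min 25 °C, reagent 1 h | measured by = luminescence from split beta-galactosidase complementation, Galacton Star/Emerald II substrate | read-out basis = APJ agonist activity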
APJ antag = antagonists of human APJ apelin receptor | P35414 | CHO-K1 APJ beta-arrestin complementation, luminescence | inhibition, % at 20 µM | hit rate 0.32% among 330,000;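 active = inhibition above about 40% at 20 µM, limit read from the data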;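 note: cells challenged with 10 nM apelin-13 agonist together with compound; plate controls were apelin-13 plus DMSO wells for no effect and DMSO wells lacking apelin-13 for full effect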
MIN6 prolif = inducers of beta-cell replication in MIN6 cells; MIN6 cells proliferation, ATPlite luminescence, 48 h; cells starved in 0.2% serum; 100% = growth in 10% serum; proliferation, % at 10 µM; hit rate 0.29% among 330,000; AID 2380;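 active = compounds whose signal lies at least 3.5 SD above the mean of all wells on their plate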;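 note: 0% = DMSO-treated cells in low-serum medium and 100% = 10% serum control; some compounds called inactive have numbers as strong as hits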
GRIN3A LBD mod = modulates the human NR3A ligand-binding domain. NR3A LBD differential scanning fluorimetry, Tm shift; 0% = protein alone, 100% = glycine-bound protein. Tm shift relative to glycine control, % at 25 µM. hit rate 2.5% among 340,000. AID 1259313;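 active = melting temperature shift of at least 10% of the positive control shift, at one fixed dose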
* hit, by the source's call; · = no result given.

1) O=c1c2c3nc4ccccc4nc3n(CC3CCCO3)c2ncn1CCc1ccccc1 (stereo not drawn)
2) Oc1cccc(/C=N/Nc2nn3cnnc3c3ccccc23)c1
3) O=C(Nc1nnc(CCS(=O)(=O)c2ccc3ccccc3c2)s1)c1ccc([N+](=O)[O-])cc1
4) CCCCN(C(=O)Cc1ccc2c(c1)OCCO2)c1c(N)n(CCC)c(=O)[nH]c1=O
5) C/C(CC(=O)Nc1ccc2c(c1)OCCO2)=N\NC(=O)c1cccc(O)c1
6) CCN(C(=O)COC(=O)c1ccc2c(=O)n3c(nc2c1)CCC3)C1CCS(=O)(=O)C1 (stereo not drawn)
7) CCc1nc2oc3cc(OC)ccc3c(=O)c2c(=O)n1Cc1ccccc1
8) Cc1ccc(C23CC4CC(CC(C(=O)N5CCOCC5)(C4)C2)C3)cc1
9) Nn1c(SCC(=O)Nc2ccccc2Oc2ccccc2)nnc1C1CC1
10) Cc1ccc(/C=N/NC(=O)C(O)c2ccccc2)o1 (stereo not drawn)

assay / entry	1	2	3	4	5	6	7	8	9	10
TIM10 inh	5	-3	1	-5	-5	4	9	35	4	-4
MPTP inh	0.1	-0.7	3.1	0.3	0.6	-1.2	-0.5	2.1	0.4	0.8
NALP3 yeast inh	5	-4	13	14	16	5	5	23	15	19
tim10-1 inh	15	5	8	-11	-1	8	16	24	1	-3
tim23-1 inh	19	6	-3	-4	8	13	9	46	13	-4
APJ agonist	-1	-5	0	-2	-5	-4	3	0	-2	1
APJ antag	0	6	8	2	-3	5	5	3	3	5
MIN6 prolif	0	-4	0	1	0	-3	-1	-2	9	-1
GRIN3A LBD mod	-2	-2	-3	2	-2	1	-1	0	3	1

11) CSc1nc(N)nc2c1ncn2CC(=O)N1CCN(Cc2c(C)cc(C)cc2C)CC1
12) CCN1C(=O)Cc2cc(S(=O)(=O)NCCc3ccccc3)ccc21
13) CC(=O)c1cn(CC(=O)Nc2ccc(C)cc2)c2ccccc12
14) O=C(NCC(c1ccc(F)cc1)N1CCOCC1)c1ccc(OCc2ccccc2)cc1 (stereo not drawn)
15) O=C(NCc1nc2ccccc2[nH]1)c1cccc(S(=O)(=O)N2CCCCC2)c1
16) Cc1ccc(CNC(=O)CCS(=O)(=O)c2ccc3c(c2)NC(=O)C(C)S3)cc1 (stereo not drawn)
17) CN(c1ccccc1)c1nc(N)c([N+](=O)[O-])c(N2CCCCCC2)n1
18) CCN(C[C@H]1N[C@@](C)(C(=O)OC)[C@H]2C(=O)N(Cc3ccccc3)C(=O)[C@@H]12)C(=O)c1ccc(C(C)(C)C)cc1
19) O=C(Nc1ccc(F)cc1F)c1cc2ccccc2oc1=O
20) C#CC[N+](C)(C)C(C#Cc1ccccc1)CC=C (stereo not drawn)

assay / entry	11	12	13	14	15	16	17	18	19	20
TIM10 inh	2	-11	-18	-32	14	4	45*	16	-4	4
MPTP inh	86*	-1.4	-3.8	-1.6	-1.6	0.0	14	0.5	0.3	-0.7
NALP3 yeast inh	-17	-6	7	21	0	13	27	0	3	7
tim10-1 inh	-3	8	2	-39	19	15	24	19	-8	5
tim23-1 inh	-11	7	7	-5	10	14	41	22	-12	14
APJ agonist	-2	0	-2	-1	-2	0	0	-1	-1	1
APJ antag	4	-8	-17	-2	3	23	19	-19	14	8
MIN6 prolif	-5	0	-4	-6	-2	2	-3	1	-2	-3
GRIN3A LBD mod	0	-1	0	-3	0	0	-4	1	1	-1

21) COc1ccc(C(O)(C(C)C)C(CN2CCOCC2)c2ccc(Cl)cc2)cc1 (stereo not drawn)
22) Cc1ccccc1OCC(O)CN1CCN(c2ccccn2)CC1 (stereo not drawn)
23) COc1ccccc1NC(=O)CN1C(=O)CC(C)S(=O)(=O)c2ccccc21 (stereo not drawn)
24) Clc1cccc(CSc2nc3ccncc3[nH]2)c1
25) O=C(CSc1nc(Nc2ccccc2)nc(N2CCOCC2)n1)N1CCCC1
26) O=C(Nc1ccccc1N1CCCC1)c1ccc(Br)o1
27) CN(Cc1ccccc1)C(=O)c1cccc(NC(=O)C2CCCN(C(=O)OC(C)(C)C)C2)c1 (stereo not drawn)
28) C=CCC(CC=C)(NC(=O)c1cccc(C)c1)c1ccccc1
29) O=C(Nc1ccc2oc(-c3ccncc3)nc2c1)c1ccc(Br)o1
30) Cc1ccc(/C=C2\SC(N3CCCCC3)=NC2=O)cc1

assay / entry	21	22	23	24	25	26	27	28	29	30
TIM10 inh	15	2	12	-6	-1	18	7	27	-9	12
MPTP inh	-2.1	0.9	-0.1	-2.8	-1.3	-1.1	6.2	1.2	-0.8	0.1
NALP3 yeast inh	-2	0	16	11	-2	8	14	8	8	36
tim10-1 inh	39	6	6	6	19	16	19	28	-49	25
tim23-1 inh	40	4	15	11	15	21	24	20	-29	45
APJ agonist	-5	0	3	-6	-4	-1	-2	-1	2	3
APJ antag	-16	2	14	-7	6	38	9	8	-7	2
MIN6 prolif	-3	0	4	-5	-2	2	-3	-2	1	-3
GRIN3A LBD mod	5	-1	0	-2	-3	1	-2	4	2	-1

31) Cc1ccc(CN(C#N)c2nc(C)cc(C)n2)cc1
32) Cc1cc(NC(=O)CSCC(=O)N2CCN(c3cccc(C)c3C)CC2)no1
33) Cc1ccc(Cn2c(=O)n(-c3ccccc3)c(=O)c3ccc(C(=O)NCc4ccco4)cc32)cc1
34) Cc1cccc(N2C(=S)N=C(Nc3c(C)cccc3C)C23CCOC(C)(C)C3)c1 (stereo not drawn)
35) C=CCOc1nc(-c2ccccc2Cl)nc2ccccc12
36) c1cc(CSc2nnc(-c3ccc4c(c3)OCO4)o2)ccn1
37) COc1ccc(C(=O)N[C@H]2COC(C)(C)O[C@H]2c2ccccc2)cc1
38) Cc1ccccc1Nc1c(-c2ccccn2)nc2c(C)cccn12
39) COc1ccc(OC)c(NC(=S)NCc2ccco2)c1
40) Cc1cc(/C=N/Nc2nc(N3CCOCC3)nc(N3CCOCC3)n2)c(C)n1-c1ccccc1

assay / entry	31	32	33	34	35	36	37	38	39	40
TIM10 inh	-23	-5	-2	-6	-8	10	-1	28	16	10
MPTP inh	-0.7	-0.1	-1.2	-1.5	1.7	0.5	-0.6	0.8	-0.9	-1.1
NALP3 yeast inh	5	8	-1	4	37	19	3	-86	20	-8
tim10-1 inh	34	-67	8	-9	17	-13	15	3	23	3
tim23-1 inh	-10	-5	-8	0	20	-4	5	12	7	12
APJ agonist	-4	-4	-7	-2	2	-1	1	-5	-3	-3
APJ antag	6	-7	5	-3	-3	14	5	-11	13	6
MIN6 prolif	1	-6	0	-5	-3	0	0	0	1	-3
GRIN3A LBD mod	0	0	-1	0	0	1	0	1	2	-1

Numbers 31 through 33 from above:
31) Cc1ccc(CN(C#N)c2nc(C)cc(C)n2)cc1
32) Cc1cc(NC(=O)CSCC(=O)N2CCN(c3cccc(C)c3C)CC2)no1
33) Cc1ccc(Cn2c(=O)n(-c3ccccc3)c(=O)c3ccc(C(=O)NCc4ccco4)cc32)cc1

assay / entry	31	32	33
TIM10 inh	-23	-5	-2
MPTP inh	-0.7	-0.1	-1.2
NALP3 yeast inh	5	8	-1
tim10-1 inh	34	-67	8
tim23-1 inh	-10	-5	-8
APJ agonist	-4	-4	-7
APJ antag	6	-7	5
MIN6 prolif	1	-6	0
GRIN3A LBD mod	0	0	-1

Next records.
41) Cc1c(C(=O)N/N=C/c2cccnc2)nnn1-c1nonc1N
42) CC(C)C(=O)c1cn(CC(=O)NCC2CCCO2)c2ccccc12 (stereo not drawn)
43) CC(C)CC(C(=O)O)N1C(=O)[C@@H]2[C@H](C1=O)[C@@H]1C[C@H]2C(Br)C1Br (stereo partly drawn)
44) C/C(=N\Nc1cc(N2CCOCC2)ncn1)c1ccccc1
45) CC(C)(C)CC(=O)N[C@@H](Cc1ccccc1)c1nc2ccccc2[nH]1
46) O=S(=O)(c1ccc2nnn(O)c2c1)N1CCCCC1
47) O=C(NC1CCCCC1)C(c1ccc(F)cc1)N(C(=O)Cc1ccsc1)c1ccc(F)cc1 (stereo not drawn)
48) Cc1ccc(N(C(=O)Cn2nnc(-c3ccccc3)n2)C(C(=O)NC2CCCCC2)c2ccccn2)cc1C (stereo not drawn)
49) Cc1cc(NC(=O)CSc2nnc(C3COc4ccccc4O3)n2C)no1 (stereo not drawn)
50) N#C/C(=C/c1cccc([N+](=O)[O-])c1)c1nnc2n1CCCCC2

assay / entry	41	42	43	44	45	46	47	48	49	50
TIM10 inh	-5	-17	-8	10	23	-1	7	9	-9	33
MPTP inh	1.5	-1.0	5.6	1.7	-0.5	-0.4	2.0	-0.1	-1.0	-0.2
NALP3 yeast inh	11	2	16	33	12	4	10	13	-3	25
tim10-1 inh	8	4	16	19	0	6	4	0	10	34
tim23-1 inh	14	-1	8	15	21	6	23	-4	-3	35
APJ agonist	-4	0	2	0	1	-3	1	-1	-1	-2
APJ antag	3	-4	-1	1	7	15	-18	-2	-10	5
MIN6 prolif	-1	-2	0	-4	0	-4	-1	-1	1	0
GRIN3A LBD mod	-4	3	-2	-1	0	0	-2	-3	0	-2

Exported field by field: entries from further up
(25) O=C(CSc1nc(Nc2ccccc2)nc(N2CCOCC2)n1)N1CCCC1
  TIM10 inh: -1
  MPTP inh: -1.3
  NALP3 yeast inh: -2
  tim10-1 inh: 19
  tim23-1 inh: 15
  APJ agonist: -4
  APJ antag: 6
  MIN6 prolif: -2
  GRIN3A LBD mod: -3

(26) O=C(Nc1ccccc1N1CCCC1)c1ccc(Br)o1
  TIM10 inh: 18
  MPTP inh: -1.1
  NALP3 yeast inh: 8
  tim10-1 inh: 16
  tim23-1 inh: 21
  APJ agonist: -1
  APJ antag: 38
  MIN6 prolif: 2
  GRIN3A LBD mod: 1

(next part)
51) CCOC(CCNC(=O)c1cn(CCOC)c(=O)c2c1c1ccccc1n2C)OCC
52) Cc1cc(C)nc(N2CCCC(C(=O)NC(C)CCc3ccco3)C2)n1 (stereo not drawn)
53) O=C(c1ccncc1)N(c1ccc2oc3c(c2c1)CCCC3)S(=O)(=O)c1ccc(F)cc1
54) CC(C)Nc1nc(NC(C)C)nc(N(C#N)CCOc2ccc(Cl)cc2Cl)n1
55) O=C(Nc1ccccc1)C1CC(O)CN1S(=O)(=O)c1ccc([N+](=O)[O-])cc1 (stereo not drawn)
56) COC(=O)c1sc(SC)nc1N
57) CC(=O)Nc1nnc(SCC(=O)NC2CCCC2)s1
58) Cc1cccc(NC(=S)NCC(C)CSc2ccc(Cl)cc2)c1 (stereo not drawn)
59) NC(=O)c1cc[n+](CC(=O)NC(=O)Nc2ccccc2)cc1
60) NS(=O)(=O)c1ccc(Nc2nc(-c3ccc4ccccc4c3)cs2)cc1

assay / entry	51	52	53	54	55	56	57	58	59	60
TIM10 inh	-4	19	21	33	-1	4	-4	29	3	3
MPTP inh	0.1	-0.9	3.2	5.5	1.7	·	0.4	89*	-2.3	0.6
NALP3 yeast inh	22	12	5	24	-8	5	9	13	1	16
tim10-1 inh	18	32	36	29	5	3	-3	25	-11	10
tim23-1 inh	8	20	40	36	-7	5	-4	23	0	9
APJ agonist	-1	-4	-3	-3	7	-2	-2	5	-5	2
APJ antag	7	-1	16	10	-60	-2	16	-11	-7	-34
MIN6 prolif	-3	-1	-3	-5	2	-1	-3	-6	3	0
GRIN3A LBD mod	0	1	-4	-9	-1	2	-2	9	0	25*
